# Screening results deposited in PubChem BioAssay by several laboratories.
# Rev-erbA mod: Rev-erb alpha (human) modulation; P20393; Rev-erbα–FITC-DNA binding, fluorescence polarization, 90 min; activity, % at 10 µM; actives 0.79% (n = 370,000); AID 1259318;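 active means activity above about 14%, limit read from the data; passing the limit was not always enough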;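 further: 0% = DMSO wells with 35 nM protein and 100% = DMSO wells with 750 nM protein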
# ssDAF12 agonist: S. stercoralis DAF-12 activation, primary screen; HEK293 ssDAF-12/GRIP1 lit1-tk-luc reporter, luminescence; % of 3 µM dafachronic acid response; actives 1% (n = 370,000); activation, % at 6.8 µM;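 active means activation above the mean over all tested compounds plus 3 SD, cut at about 0.9% in these data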;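 further: 0% = DMSO-only wells and 100% = 3 µM delta7-dafachronic acid wells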
# PLCb3 inh: PLC-beta3 (human) inhibition, primary screen; inhibition, % at 12.2 µM; actives 0.18% (n = 370,000); AID 720704; Purified PLC-beta3, fluorogenic substrate, fluorescence; Q01970; in the data active means inhibition above about 11%;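 further: 0% = median of compound wells on plate and 100% = full blocker control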
# DAX1 inh-1: blocks DAX1 repression of SF-1 activated StAR promoter; HEK293T StAR-luciferase reporter, SF-1/DAX-1 repression relief; inhibition, % at 6.8 µM; actives 1.1% (n = 370,000); AID 652010;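 active means inhibition above the mean over all tested compounds plus 3 SD, cut at about 3.6% in these data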;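 further: 0% = DAX-1 cells with DMSO and 100% = cells lacking DAX-1 with DMSO; higher inhibition means more luminescence from relief of DAX-1 repression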
# hgDAF12 agonist: agonists of H. glycines DAF-12 nuclear receptor; actives 1.8% (n = 370,000); activation, % at 6.8 µM; HEK293 GAL4-hgDAF12 UAS-luciferase reporter, agonist luminescence; normalized to butyrate control; AID 687014;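 active means activation above a cutoff set at the mean of all screened compounds plus 3 SD, cut at about 10% in these data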;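 further: 0% = DMSO wells and 100% = sodium butyrate wells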
# hcDAF-12 act: activators of H. contortus DAF-12 nuclear receptor; activation, % at 6.8 µM; HEK293 hcDAF-12 lit1-tk-luc reporter, luminescence; 0% DMSO, 100% Δ7-dafachronic acid; actives 1.4% (n = 370,000);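 active means activation above the mean of all tested compounds plus 3 SD, cut at about 5.5% in these data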;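 further: 100% = response to 3 µM Δ7-dafachronic acid high control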
# MBD2 DNA inh: inhibitors of human MBD2 binding to methylated oligonucleotide; TR-FRET; inhibition, % at 4.4 µM; actives 0.31% (n = 370,000); AID 686964; in the data active means inhibition above about 13%
# DAX1 inh-2: inhibitors of human orphan nuclear receptor DAX1 (NR0B1). P51843. HEK293 Gal4-DAX1 luciferase reporter, luminescence. inhibition, % at 6.75 µM. actives 0.99% (n = 340,000). AID 504766;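 active means inhibition above the mean over all tested compounds plus 3 SD, cut at about 4.2% in these data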;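 further: 0% = DAX1-transfected cells with DMSO and 100% = empty-vector control cells with DMSO; inhibition shows as a rise in luminescence from relieved DAX1 repression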
# Target sequence (P51843 207-470 limits assumed): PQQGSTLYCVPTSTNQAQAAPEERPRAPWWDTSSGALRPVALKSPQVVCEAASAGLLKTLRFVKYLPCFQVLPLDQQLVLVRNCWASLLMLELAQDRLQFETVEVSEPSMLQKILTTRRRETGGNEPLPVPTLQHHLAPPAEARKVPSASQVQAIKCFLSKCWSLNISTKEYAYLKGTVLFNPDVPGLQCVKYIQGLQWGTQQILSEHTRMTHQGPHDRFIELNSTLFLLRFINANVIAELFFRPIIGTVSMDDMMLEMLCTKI
# ADAM17 inh: inhibitors of human ADAM17; recombinant ADAM17, EDANS/DABCYL FRET peptide cleavage; inhibition, % at 6.95 µM; actives 0.83% (n = 370,000); AID 720648;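 active means inhibition above the mean of compounds lying between control limits plus 3 SD, set per campaign, cut at about 8.5% in these data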;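 further: 0% = DMSO-only wells as the low control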
# Target sequence (P78536 215-824 limits assumed): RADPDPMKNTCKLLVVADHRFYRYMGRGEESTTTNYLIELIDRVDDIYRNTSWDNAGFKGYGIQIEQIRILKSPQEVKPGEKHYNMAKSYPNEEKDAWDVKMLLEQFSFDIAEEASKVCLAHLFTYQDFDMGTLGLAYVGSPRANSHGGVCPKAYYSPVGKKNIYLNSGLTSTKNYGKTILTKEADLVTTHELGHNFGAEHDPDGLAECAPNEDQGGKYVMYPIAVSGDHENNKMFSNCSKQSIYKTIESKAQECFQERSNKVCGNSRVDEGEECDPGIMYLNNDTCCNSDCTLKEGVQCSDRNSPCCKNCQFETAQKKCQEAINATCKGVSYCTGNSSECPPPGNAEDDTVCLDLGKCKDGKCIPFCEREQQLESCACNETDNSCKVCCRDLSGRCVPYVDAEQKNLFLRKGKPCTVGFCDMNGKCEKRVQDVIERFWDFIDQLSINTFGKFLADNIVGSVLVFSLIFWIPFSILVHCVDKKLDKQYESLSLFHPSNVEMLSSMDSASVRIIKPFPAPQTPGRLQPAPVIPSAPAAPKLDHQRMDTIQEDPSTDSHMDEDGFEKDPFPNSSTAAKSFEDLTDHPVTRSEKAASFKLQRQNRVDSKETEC
# PLC-gamma1 inh: PLC-gamma1 (human) inhibition, primary screen; P19174; actives 0.84% (n = 370,000); AID 720700; inhibition, % at 12.2 µM; purified PLC-gamma1, fluorogenic substrate, fluorescence; in the data active means inhibition above about 9.5%
# SMARCA2 act: increases SMARCA2 function in MMTV reporter cells; MG213 cells, MMTV-luciferase reporter, dexamethasone, overnight; activation, % at 9.1 µM; actives 1% (n = 370,000); AID 652017; in the data active means activation above about 7.8%;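 further: 0% = vehicle wells and 100% = reference activator wells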
# Numbers without * were called inactive; i = inactive; · = no result given.
SMILES,Rev-erbA mod,ssDAF12 agonist,PLCb3 inh,DAX1 inh-1,hgDAF12 agonist,hcDAF-12 act,MBD2 DNA inh,DAX1 inh-2,ADAM17 inh,PLC-gamma1 inh,SMARCA2 act
CCOC(=O)Nc1sc2c(c1C(=O)OCC)CCC2,-5,-1.0,-4,-0.4,1.1,-1.9,-5,0.5,-5,0,-3
Cc1ccc(C)c(NC(=O)CCN2CC(C)CC(C)C2)c1 (stereo not drawn),-3,-0.8,-6,0.1,0.5,-1.4,-1,1.4,1,1,-2
O=C(CSc1nnc(-c2ccc(F)cc2)o1)c1ccc2c(c1)OCCO2,8,-1.6,-3,0.0,0.7,0.4,-2,0.0,-3,1,-2
CC(COc1ccc([N+](=O)[O-])cc1Cl)CN1CCC(C(O)(c2ccccc2)c2ccccc2)CC1 (stereo not drawn),-1,-1.3,0,0.1,1.3,-2.4,-5,·,6,6,-3
CCc1ccccc1NC(=O)CC(O)(C(=O)OC)C(F)(F)F (stereo not drawn),2,-1.2,4,0.1,0.3,0.5,-6,0.5,-2,5,-2
CC12CCC(c3c(CO)nn(-c4ccccc4)c31)C2(C)C (stereo not drawn),-2,-1.4,5,-0.8,-0.4,-2.0,4,-0.7,-2,-2,-2
CCN(CC)CCN(C(=O)c1cc2ccccc2cc1OC)c1nc2ccc(F)cc2s1,6,-1.8,-9,1.7,2.6,-0.4,-3,-0.7,-1,-2,-1
CC12CCC(C(=O)Nc3cccc(Cl)c3)(C(Br)C1=O)C2(C)C (stereo not drawn),-1,-1.2,0,-0.8,-1.0,-3.5,-4,-1.1,2,-2,0
CC(C)(C)[C@@H]1C=C(C(=O)O)O[C@H](OCCCCO)C1,4,-1.4,3,0.8,5.6,-0.8,2,2.3,-3,1,2
CC1CC(C)CN(C(=O)COC(=O)CN2C(=O)c3ccccc3C2=O)C1 (stereo not drawn),-4,0.0,1,0.1,0.6,0.7,-5,-0.5,-4,0,0
COc1ccc(N2CCN(C3CCCN(Cc4ccc(F)cc4)C3)CC2)cc1 (stereo not drawn),9,-0.9,-3,0.0,-0.5,-0.3,2,-0.1,-2,-1,0
CC1CCCCN1S(=O)(=O)c1ccc(S(=O)(=O)N2CCN(C)CC2)cc1 (stereo not drawn),1,-0.3,-11,-0.2,-2.2,1.6,4,1.0,-1,3,0
CNC(=S)N1N=C(c2ccc(OC)cc2)CC1c1ccccc1Cl (stereo not drawn),3,-1.8,-8,0.4,-1.1,-0.8,-2,-0.1,3,0,-3
CCCCOC(=O)Nc1ccc(S(=O)(=O)Nc2cc(C)nc(C)n2)cc1,-4,-0.8,-2,2.0,-1.4,-1.9,3,0.3,-6,-2,-1
Cc1onc(-c2c(Cl)cccc2Cl)c1C(=O)O/N=C(\C#N)c1c(Cl)cccc1Cl,3,-1.2,-5,0.3,0.3,1.4,-3,0.6,-3,1,-3
COc1cccc(CCNc2ccc(N3C(=O)CC(C)C3=O)cc2[N+](=O)[O-])c1 (stereo not drawn),3,-1.8,-6,-0.2,1.2,-1.6,-6,-0.1,-2,-3,-2
O=C(/C=C/c1ccccc1Cl)NCc1ccco1,-1,-1.6,0,0.3,2.9,2.3,0,-0.2,-6,-1,3
CN(C(=O)COC(=O)Cc1ccc(Br)cc1)c1c(N)n(Cc2ccccc2)c(=O)[nH]c1=O,-1,-0.5,-3,-1.2,-3.3,-1.5,7,0.1,-6,9,1
CC(/C=C/c1ccccc1)=N\NC(=O)c1ccc(Br)cc1,0,-1.5,-4,-0.6,1.4,-1.4,1,-0.9,1,-4,-2
Fc1ccc(CN2CCN(c3ncnc4scc(-c5ccc(F)cc5)c34)CC2)cc1,1,-1.8,-2,-0.5,-0.5,-4.2,5,-0.4,2,-1,-3
Cc1sc2nc(CSC(C)C(=O)Nc3ccc(C#N)cc3)[nH]c(=O)c2c1C (stereo not drawn),-2,-1.0,-56,0.9,1.7,-1.6,-3,1.3,-9,-55,2
CCOc1cc(C2NC(=O)NC(C)=C2C(C)=O)cc(Cl)c1OCC(=O)O (stereo not drawn),1,-1.2,2,-0.1,-2.4,-0.4,3,-0.4,-1,2,0
Cc1cc(=O)n2nc(N3CCCC(C(=O)NCCCN4CC(C)CC(C)C4)C3)sc2n1 (stereo not drawn),3,-1.4,1,0.8,2.5,2.1,-1,0.3,1,-2,0
Cn1c(SCC(=O)NC2CCCC2)nnc1C(F)(F)F,0,-1.4,-9,1.2,1.8,1.1,4,0.2,-2,6,-2
CC(C)CC(=O)Nc1ccc(Oc2ccc3c(c2)C(=O)NC3=O)cc1,4,-1.8,-5,0.4,-2.0,-2.2,2,0.3,-3,2,-3
Cc1c(O)ccc(NC(=O)/C=C/c2ccccc2)c1C,-4,-0.4,-2,0.7,2.7,-0.8,4,1.0,0,0,0
CCN(C(=O)c1cc2c(=O)n3cccc(C)c3nc2n1CCCOC)C1CCCCC1,4,-1.9,i,-1.8,-5.2,-1.2,-7,-0.9,-210,i,-2
Cc1ccc([C@H]2C[C@H](n3cc(COC(=O)c4ccccc4)nn3)[C@@H](O)CN2C(=O)c2cccs2)cc1,7,-1.7,0,0.3,0.3,-3.6,-2,0.8,-1,-2,-2
COc1cc(/C=C2\SC(=O)N(Cc3ccc(Cl)cc3)C2=O)cc([N+](=O)[O-])c1O,4,-1.4,4,-0.3,-2.0,1.9,2,0.2,-1,3,0
NS(=O)(=O)c1ccc(CCNC(=O)CSc2ccc(Cl)cc2)cc1,-3,-0.6,5,-0.7,0.4,-3.3,-3,-1.4,3,1,1
CC(C)(C)OC(=O)N1CCN(C(=O)c2ncn(Cc3ccccc3)c2C(=O)N2CCN(C(=O)OC(C)(C)C)CC2)CC1,5,-1.1,4,-0.3,-1.7,-1.6,1,0.0,-2,4,1
Cc1ccc(-n2cc(CN3CCN(Cc4nccn4C)CC3)c(-c3ccc(F)cc3)n2)cc1,-1,-1.5,2,0.2,1.7,-1.0,-6,-1.0,4,4,-2
Cn1c(=O)cc(SCC(=O)NCCCN2CCN(c3ccc(F)cc3)CC2)c2ccccc21,0,-1.3,1,1.0,0.4,-2.0,-3,1.9,4,2,-2
COCCCNc1nc2ccccc2nc1NS(=O)(=O)c1cccs1,4,-1.2,-22,-0.7,0.7,-1.5,-4,1.1,-11,-20,-5
O=C(COc1ccc(C(=O)c2ccccc2)cc1)NCc1ccc(F)cc1,6,-1.2,-2,0.4,-1.8,-0.6,-1,1.9,3,-3,-3
COc1cccc(CNc2ccc(S(=O)(=O)N3CCCC3)cn2)c1,-4,-0.7,-7,-0.9,-0.9,-1.2,-1,-0.1,-4,-1,-3

# Complete entries as entered above.
# Entry for NS(=O)(=O)c1ccc(CCNC(=O)CSc2ccc(Cl)cc2)cc1 = Rev-erbA mod: -3; ssDAF12 agonist: -0.6; PLCb3 inh: 5; DAX1 inh-1: -0.7; hgDAF12 agonist: 0.4; hcDAF-12 act: -3.3; MBD2 DNA inh: -3; DAX1 inh-2: -1.4; ADAM17 inh: 3; PLC-gamma1 inh: 1; SMARCA2 act: 1
# Entry for Cc1ccc([C@H]2C[C@H](n3cc(COC(=O)c4ccccc4)nn3)[C@@H](O)CN2C(=O)c2cccs2)cc1 = Rev-erbA mod: 7; ssDAF12 agonist: -1.7; PLCb3 inh: 0; DAX1 inh-1: 0.3; hgDAF12 agonist: 0.3; hcDAF-12 act: -3.6; MBD2 DNA inh: -2; DAX1 inh-2: 0.8; ADAM17 inh: -1; PLC-gamma1 inh: -2; SMARCA2 act: -2

# Additional structures.
SMILES,Rev-erbA mod,ssDAF12 agonist,PLCb3 inh,DAX1 inh-1,hgDAF12 agonist,hcDAF-12 act,MBD2 DNA inh,DAX1 inh-2,ADAM17 inh,PLC-gamma1 inh,SMARCA2 act
CC(NC(=O)c1ccccc1Br)c1nnc(SCc2ccc([N+](=O)[O-])cc2)n1C (stereo not drawn),-4,-0.3,2,-0.2,-0.3,-0.9,4,0.1,-2,2,2
Cc1ccc2[nH]c(=O)cc(C(=O)OCC(=O)c3ccc(F)cc3)c2c1,-5,-1.8,-15,1.3,-2.5,-1.4,2,0.1,-6,0,-2
CC1CCN(c2ccccc2NC(=O)c2cc([N+](=O)[O-])ccc2N2CCOCC2)CC1,3,-1.1,-4,-0.3,-0.4,-2.1,2,1.0,-5,1,-1
CCCCCC(=O)NC(=S)Nc1ccccc1C(=O)OC,-1,-1.3,-3,0.0,1.9,-0.4,12,0.7,-4,1,-1
Cc1cc(=O)n2nc(N3CCCC(C(=O)N4CCN(c5ccccc5)CC4)C3)sc2n1 (stereo not drawn),2,-0.9,4,-0.3,-3.2,-0.8,-3,2.0,0,0,1
O=C(Oc1cccc(C(=S)N2CCCCC2)c1)c1ccccc1,1,-1.4,-8,0.4,3.3,-0.6,-11,0.9,1,4,1
c1cnc2ccc(C(c3nnnn3C3CCCCC3)N3CCCCC3)cc2c1 (stereo not drawn),-3,-1.4,4,-0.5,-1.7,-1.4,-2,0.4,0,4,0
CCc1nc(SCC(=O)Nc2cc(C)on2)n[nH]1,-4,-0.4,0,0.1,0.6,-0.4,6,0.2,-2,6,0
Cc1noc(C)c1NC(=O)Nc1ccc2c(c1)C(=O)N([C@H](C)CO)C[C@H](C)[C@@H](CN(C)S(=O)(=O)c1ccccc1)O2,-4,-1.1,-1,-0.5,0.5,-1.1,-1,2.2,-2,-3,-1
O=C(c1ccco1)N(Cc1cc2ccccc2[nH]c1=O)CC1CCCO1 (stereo not drawn),-8,-0.1,2,0.2,-2.5,-2.3,-6,2.0,-3,3,1
CN(C)c1nc2c(c(=O)n(C)c(=O)n2C)n1Cc1ccccc1,0,-1.0,3,0.0,-0.3,-0.5,-1,-0.4,-1,1,0
CCOc1ccc(Nc2nc(Cl)nc(N3CCN(c4ccc(OC)cc4)CC3)n2)cc1,4,-1.1,2,-1.2,-1.4,-2.5,-1,0.4,0,2,-5
Nc1ccc(Br)cc1C(=O)O,-5,-2.3,-6,-0.8,-7.7,-4.6,0,0.0,-6,-5,-5
O=C(NCc1ccco1)C(c1ccccc1)N(Cc1ccccc1)C(=O)Cn1nnc2ccccc21 (stereo not drawn),-3,-1.1,1,0.9,-2.1,-1.9,-2,-0.8,-1,3,-4
Cn1nccc1NC(=O)CSCC(=O)O,3,-0.6,-8,0.3,1.0,-0.3,-6,1.1,0,-1,3
CCOc1ccc(C2C(C#N)=C(N)Oc3cc(C)n(CCN4CCOCC4)c(=O)c32)cc1OCC (stereo not drawn),5,-1.1,0,0.4,1.3,-1.9,0,-0.1,-6,-2,-1
Cc1ccccc1-c1nc(S(=O)(=O)c2ccccc2)c(NCCN2CCOCC2)o1,-5,-1.3,-4,-1.4,-2.6,0.1,-4,0.0,-5,1,-4
O=c1cc(-c2ccccc2)[nH]c2[nH]n(-c3ccccc3)c(=O)c12,-1,-1.5,-2,-0.4,-3.4,-0.5,-4,-1.2,3,1,-3
Cc1ccc(S(=O)(=O)/N=C(\N)c2ccc(F)cc2)cc1,-4,-1.4,-3,-0.2,-1.3,-1.0,6,-0.1,-3,-2,-4
